# tim23-1 inh: tim23-1 yeast growth inhibition; S. cerevisiae tim23-1 growth, BacTiter-Glo luminescence, 24 h; AID 463212; inhibition, % at 20 µM; 1.3% of 330,000 active;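 active = growth inhibition of the mutant yeast at or above 50%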;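 also: temperature-sensitive mutant grown at 25 °C; plate controls were DMSO-treated mutant yeast for no effect and medium wells lacking yeast for full effect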
# tim10-1 inh: tim10-1 yeast growth inhibition | S. cerevisiae tim10-1 ts strain growth, BacTiter-Glo, 24 h | inhibition, % at 20 µM | 2.2% of 330,000 active;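 active = inhibition of at least 40%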;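 also: mutant grown at 25 °C; 0% = DMSO wells with yeast and 100% = wells holding no yeast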
# NALP3 yeast inh: NALP3 inhibition in yeast; Yeast reconstituted NLRP3/ASC/caspase-1, beta-gal luminescence, 24 h; inhibition, % at 10 µM; 0.39% of 330,000 active;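 active = inhibition of 50% or more; inactive = inhibition below 50%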;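 also: plate controls were induced DMSO wells for no effect and uninduced yeast grown without galactose for full effect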
# TIM10 inh: TIM10 yeast growth inhibition; 1.4% of 330,000 active; AID 463195; inhibition, % at 10 µM; S. cerevisiae TIM10 strain growth, BacTiter-Glo luminescence, 24 h;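 active = inhibition of 40% or more at the single tested concentration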;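 also: wild-type TIM10 isogenic control strain grown at permissive 25 °C; 0% = DMSO yeast wells and 100% = minimal medium wells without yeast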
# APJ agonist: APJ receptor agonism; P35414; CHO-K1 APJ PathHunter beta-arrestin, luminescence; 0% DMSO wells, 100% apelin; activation, % at 20 µM; 0.11% of 330,000 active;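 active = activation more than six SD over the plate average, tested at 20 µM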;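 also: 0% = DMSO alone and 100% = apelin-13 at 10 nM; some results filed as inactive read as strong as hits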
# Target sequence (P35414 whole entry, looked up): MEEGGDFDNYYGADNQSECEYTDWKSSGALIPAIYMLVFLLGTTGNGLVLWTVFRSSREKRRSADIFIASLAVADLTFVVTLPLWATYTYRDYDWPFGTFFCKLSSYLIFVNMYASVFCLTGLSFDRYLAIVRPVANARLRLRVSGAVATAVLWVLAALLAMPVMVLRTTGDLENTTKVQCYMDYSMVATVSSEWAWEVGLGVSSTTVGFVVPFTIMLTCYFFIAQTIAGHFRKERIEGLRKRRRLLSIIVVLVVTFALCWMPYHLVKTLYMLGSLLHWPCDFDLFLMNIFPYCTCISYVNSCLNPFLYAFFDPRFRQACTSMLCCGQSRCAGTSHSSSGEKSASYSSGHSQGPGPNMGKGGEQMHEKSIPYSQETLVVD
#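 Assay system: CHO-K1 APJ beta-arrestin complementation cell line / Compound: single test compound dose, 20 µM final, 1% DMSO / Times: overnight seeding, 90 min compound at 25 °C, 1 h detection / Technique: beta-gal luminescence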
# MIN6 prolif: induces beta-cell replication in MIN6 cells; 0.29% of 330,000 active; AID 2380; MIN6 cells proliferation, ATPlite luminescence, 48 h; cells starved in 0.2% serum; 100% = growth in 10% serum; proliferation, % at 10 µM;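 active = compounds whose signal lies at least 3.5 SD above the mean of all wells on their plate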;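 also: 0% = DMSO-treated cells in low-serum medium and 100% = 10% serum control; some compounds called inactive have numbers as strong as hits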
# MPTP block: inhibitors of mitochondrial permeability transition pore; inhibition, % at 10 µM; isolated mouse mitochondria, Ca2+ swelling absorbance, 30 min; AID 602449; 1.4% of 360,000 active;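 active = inhibition of 50% or more, scaled per plate between neutral and stimulator controls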;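 also: 0% = DMSO wells given calcium and 100% = 1 mM EGTA wells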
# APJ antagonist: antagonists of human APJ apelin receptor; AID 2521; 0.32% of 330,000 active; CHO-K1 APJ beta-arrestin complementation, luminescence; inhibition, % at 20 µM; P35414;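 active = inhibition above about 40% at 20 µM, limit read from the data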;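 also: cells challenged with 10 nM apelin-13 agonist together with compound; plate controls were apelin-13 plus DMSO wells for no effect and DMSO wells lacking apelin-13 for full effect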
# GRIN3A LBD mod: modulators (binders) of human NR3A ligand-binding domain. NR3A LBD differential scanning fluorimetry, Tm shift; 0% = protein alone, 100% = glycine-bound protein. Tm shift relative to glycine control, % at 25 µM. 2.5% of 340,000 active;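 active = melting temperature shift of at least 10% of the positive control shift, at one fixed dose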
# An asterisk follows results filed as active; . = no result given.
SMILES,tim23-1 inh,tim10-1 inh,NALP3 yeast inh,TIM10 inh,APJ agonist,MIN6 prolif,MPTP block,APJ antagonist,GRIN3A LBD mod
CCC(C)Nc1cc(C)c(C#N)c2nc3ccccc3n12 (stereo not given),12,24,-4,16,1,4,-0.6,1,2
O=C(Nc1cccc(C(=O)N2CCOCC2)c1)c1ncn[nH]1,0,-15,-4,-16,3,-2,-1.0,2,-1
CCCS(=O)(=O)Nc1c(C(=O)OC)[nH]c2ccccc12,11,-1,-5,-8,0,0,1.3,-24,-2
CCCCN(C)CCNC(=O)CN1C(=O)CSc2ccc(S(=O)(=O)N3CCCCC3)cc21,-11,23,12,4,-5,-2,-2.1,49*,3
Cc1cccc(NC(=S)NC(=O)CCc2ccccc2)c1,23,35,-31,14,19*,-5,-8.6,-82,-11
COc1cccc(CNC(=O)CCCn2nc(C)c3c(C)n(-c4ccccc4)nc3c2=O)c1,19,31,-14,4,-1,-3,0.0,3,-2
N=c1c2c(-c3ccccc3)c(-c3ccccc3)n(Cc3ccco3)c2ncn1CCN1CCOCC1,27,9,-12,0,0,-6,2.2,7,-3
COc1ccnc(Oc2ccc(F)cc2)c1C(=O)N/C=N/OCc1cccc(F)c1,23,21,1,-23,0,0,-2.1,-38,4
COc1c(Br)cc(Br)cc1/C=C1/C(=O)N=C(N)N1C,-3,-36,5,-43,-1,0,-2.2,8,-3
COc1ccccc1/C=C/C(=O)NNC(=O)c1cc(C)oc1C,2,6,15,15,9,0,1.1,2,1
CCn1c(COc2ccc(Cl)cc2)nnc1SCC(=O)Nc1ccc2c(c1)OCCO2,-17,6,4,-20,-1,-6,0.3,-4,1
Cc1[nH]c2ccc(Br)cc2c(=O)c1CN1CCOCC1,13,-6,7,12,0,0,-0.6,18,0
O=c1c(Cl)c(Nc2cccc(Cl)c2)cnn1-c1nc2ccccc2s1,27,19,22,23,-2,0,-11,11,-18
COc1cccc(/C=N/NC(=O)c2ccc(N3CCCC3=O)cc2)c1,7,-23,-1,-12,-3,-2,-2.0,-1,-15
Cc1ccc(-c2n[nH]c(=S)n2/N=C/c2c(C)nn(-c3ccccc3)c2C)cc1,12,39,18,24,-1,0,2.8,7,-24
Cc1ncsc1CCOC(=O)c1ccccc1,-15,3,16,6,-3,1,-2.4,-8,-2
CCOc1ccc(C(=O)N[C@H](C(=O)Nc2ccccc2OC)C(C)C)cc1,5,2,7,5,1,-1,0.6,9,-2
O=C(O)Cn1nnnc1-c1ccc(F)cc1,11,-3,-6,4,0,-2,1.4,-7,1
NC(=O)Cn1c(=O)n(CCc2ccccc2)c(=O)c2c3c(sc21)CCCC3,-7,-2,9,-20,2,5,-0.9,-11,0
O=CN1CCN(C(=O)c2ccc3c(c2)OCO3)CC1,2,-19,5,-4,6,-3,0.3,-3,-1
N#Cc1ccc2ccn(CC(=O)N3CCCc4ccccc43)c2c1,25,28,15,24,3,-2,0.8,14,-4
O=C(O)C1CCCCN1S(=O)(=O)c1ccccc1 (stereo not given),5,-4,-8,5,4,0,-1.3,9,2
COc1ccc(CC2(CO)CCN(Cc3cccc4nccnc34)CC2)cc1,12,4,11,4,-3,1,-2.5,24,0
Cc1ccc(CNC(=O)CSCc2ccccc2)cc1,12,7,22,0,-4,-3,-0.3,1,-5
O=C(NCC1CC1)c1onc(CSc2ccncc2)c1C(=O)NCC1CC1,19,14,15,6,-6,-1,-0.4,8,1
O=C1CC(N2CCSCC2)C(=O)N1c1ccc(F)cc1 (stereo not given),15,-12,19,11,1,-2,2.1,6,3
CC1(C(=O)NCc2cccnc2)CCC(=O)N1Cc1cccs1 (stereo not given),7,-7,18,9,-4,-1,-3.0,14,0
COc1cc(/C=C(\C#N)C(=O)Nc2cccc(C(=O)O)c2)ccc1OCc1ccc(C)cc1,11,-5,3,16,0,-3,-1.1,9,-7
O=[N+]([O-])c1ccc(Oc2cccc(F)c2)c2ccncc12,28,14,22,4,11,0,1.9,-19,-2
COc1ccc(OC)c(NC(=O)Cc2coc3cc(C)cc(C)c23)c1,6,8,8,-18,-1,0,14,-3,-3

# With a hit mark in APJ antagonist, among the entries above:
SMILES	NALP3 yeast inh	MPTP block	APJ antagonist	GRIN3A LBD mod
CCCCN(C)CCNC(=O)CN1C(=O)CSc2ccc(S(=O)(=O)N3CCCCC3)cc21	12	-2.1	49*	3

# Part of the list above, showing only APJ antagonist and GRIN3A LBD mod.
molecule	APJ antagonist	GRIN3A LBD mod
CCn1c(COc2ccc(Cl)cc2)nnc1SCC(=O)Nc1ccc2c(c1)OCCO2	-4	1
Cc1[nH]c2ccc(Br)cc2c(=O)c1CN1CCOCC1	18	0
O=c1c(Cl)c(Nc2cccc(Cl)c2)cnn1-c1nc2ccccc2s1	11	-18

# (further entries)
SMILES,tim23-1 inh,tim10-1 inh,NALP3 yeast inh,TIM10 inh,APJ agonist,MIN6 prolif,MPTP block,APJ antagonist,GRIN3A LBD mod
Cc1nc(Nc2ccccc2F)c2oc3ccccc3c2n1,31,38,20,6,-5,-1,-1.8,6,-1
COCc1cc(C)nc2sc(C(=O)Nc3ccccc3C)c(N)c12,30,8,28,8,-4,-3,-1.2,18,-2
O=C(COc1ncnc2ccccc12)Nc1ccc(S(=O)(=O)N2CCOCC2)cc1,8,14,1,4,-3,2,0.1,6,0
Cn1nc(C(F)(F)F)cc1-c1ccc(S(N)(=O)=O)s1,18,1,-2,-10,0,-1,-0.3,-14,2
CCOC(=O)C1CCN(C(=O)CN(C)S(=O)(=O)c2cc(C)ccc2OC)CC1,1,19,0,2,-2,-1,-0.8,-21,-3
Cc1cc2c(cc(C(=O)N3CCC(C(=O)NC4CCCC4)CC3)n2Cc2c(F)cccc2Cl)o1,23,4,12,12,-5,-7,-2.5,7,0
COc1ccc(C)cc1Nc1nc(-c2c[nH]c3ccccc23)cs1,31,18,10,19,0,-5,1.2,-12,-7
Cc1occc1C(=O)NC1CCCN(Cc2ccc(Cl)cc2)C1 (stereo not given),0,0,0,2,-2,5,-1.7,-8,-1
CCCCSc1ccc(NC(=O)c2cccnc2)cc1,15,10,47,4,0,-4,0.7,-13,3
OC[C@@H](O)[C@H](O)C(/C=N/Nc1ccccc1)=N\Nc1ccccc1,6,-11,25,6,-1,-1,1.9,7,1
CCOC(=O)c1c(/N=C/c2cc(OC)cc([N+](=O)[O-])c2O)sc(C)c1C,35,26,23,27,-4,0,-4.4,-6,8
CC(C)(C)NC(=O)Cn1nnc(-c2ccccc2NC(=O)c2cnccn2)n1,-4,12,-2,6,-7,-1,0.8,8,5
O=S(=O)(c1cccc(-c2nc3n(n2)Cc2ccccc2-3)c1)N1CCCCC1,12,29,-68,11,-6,1,-0.8,8,-14
CC(C)Cn1c(N)c(C(=O)COC(=O)c2c(O)c(Cl)cc(Cl)c2Cl)c(=O)n(C)c1=O,51*,42*,18,26,-1,-4,5.9,-72,11*
COc1ccccc1NC(=O)CN1CCCCC1,9,18,10,-4,0,-2,-2.3,-12,0
CCN(c1ccc(OC)cc1)S(=O)(=O)c1nnc(NC(=O)c2ccc(C)cc2)s1,-1,1,17,-5,4,-2,3.8,-36,8
Nc1ncnc2c1nc(N1CCCCC1)n2[C@@H]1O[C@H](CO)[C@@H](O)[C@H]1O,-20,-5,4,4,-2,3,0.3,5,0
COc1ccc(C(=O)O/N=C(\N)Cc2ccc(Cl)cc2Cl)cc1OC,60*,11,16,86*,12*,-6,-1.3,-56,-1
COc1cc(C(=O)Nc2nnc(CC(C)(C)C)s2)c([N+](=O)[O-])cc1OC,12,11,7,-7,-5,-4,0.4,32,4
O=C(CSc1nnc(C2COc3ccccc3O2)o1)Nc1ccc(F)cc1Cl (stereo not given),48,2,15,-15,-2,-4,-2.8,-33,1
Cc1ccc(CN2C(=O)CCC2C(=O)NCCc2ccccc2)cc1 (stereo not given),16,16,10,-11,-3,3,2.1,-1,0
CCOc1ccc(CN2CCCC(CO)(Cc3ccc(F)cc3)C2)cc1 (stereo not given),11,16,29,1,-6,-5,0.0,9,-3
CC(=O)Oc1ccc(-c2cc3c(OC(C)=O)cc(OC(C)=O)cc3oc2=O)cc1,5,-6,-1,4,5,-2,-0.3,-67,1
Cc1nn(-c2ccccc2)c(C)c1/C=N/NC(=O)CSc1nnc(SCc2ccc(Cl)cc2)s1,24,19,7,27,8,-2,11,15,2
COc1cc(NC(=O)CN(c2cc(C)cc(C)c2)S(=O)(=O)c2c(C)[nH]c(=O)[nH]c2=O)cc(OC)c1,14,18,3,14,3,-3,-0.3,-6,0
O=C(c1ccco1)[C@@H]1[C@@H]2C(=O)N(c3ccc(F)cc3)C(=O)[C@@H]2C2c3ccccc3C=CN21 (stereo not given in full),23,21,10,24,0,-3,.,-14,.
Cc1cc(C(=O)NNC(=O)c2ccccc2[N+](=O)[O-])c(C)o1,-8,-14,15,1,-1,-2,-1.0,-1,0
CC(C)CN(C(=O)c1ccc([N+](=O)[O-])s1)c1c(N)n(Cc2ccccc2)c(=O)[nH]c1=O,15,-1,25,4,9,-5,1.9,-69,-2
CCCn1c(SCC(=O)OCC)nc(C(F)(F)F)cc1=O,9,9,11,-12,1,-4,-0.2,11,-1
O=C(CN(c1ccccc1Cl)S(=O)(=O)c1ccccc1)NCc1ccccc1,23,11,13,0,1,1,-0.9,9,1
CN(CC#CC(O)(c1ccccc1)c1ccccc1)C(C)(C)C,8,-11,-6,-3,-3,-1,1.3,-4,1
CCN(CC)CCNC(=O)Cn1cnc2sc(C)c(S(=O)(=O)N3CCC(C)CC3)c2c1=O,10,11,6,-10,-3,0,-2.4,15,2
CCn1nc(C)cc1C(=O)N(C)C1CCCN(Cc2ccccc2F)C1 (stereo not given),-3,-20,18,-3,5,6,1.4,-5,-1
CC(C)(OC(=O)NC(=O)C(F)(F)F)C(C)(C)OC(=O)NC(=O)C(F)(F)F,2,12,1,3,0,-2,-1.2,-1,0
CC(=O)Nc1cccc(S(=O)(=O)N2CCCCCC2)c1,13,-4,-4,-11,0,-1,-3.1,11,-1
COc1ccc(-n2nc3ccc(N)cc3n2)cc1Cl,21,21,11,11,13,-4,1.5,-30,-6
CCOC(=O)CCNC(=O)N1CCCC(N2CCN(c3ccc(OC)cc3)CC2)C1 (stereo not given),1,-7,17,0,-1,2,-0.2,7,1
Cc1ccc(-c2c(C(=O)N/N=C/c3cccnc3)nnn2-c2nonc2N)cc1,18,18,-3,13,4,-4,-0.9,16,0
O=C(NCc1ccccn1)c1ccc(Cn2cc(C(F)(F)F)ccc2=O)cc1,-9,6,3,-7,-2,-2,0.4,-6,0
COc1ccc(NC(=O)c2ccco2)cc1NC(=O)c1ccccc1F,-14,-17,16,-18,2,-2,-1.2,-1,-1
CCOc1ccc2c(C)c(Cl)c(=O)oc2c1,18,-9,31,-11,7,-2,-0.5,7,0
COC(=O)[C@@]12CCCCN1[C@H](c1ccc(-c3ccc4c(c3)OCO4)cc1)[C@H]1C(=O)N(C)C(=O)[C@H]12,20,1,19,13,-3,-6,-0.5,0,-1
COc1ccc(/C=N/NC(=O)CCCC(=O)NC2CCCCC2)cc1,3,11,-12,6,-8,0,-0.2,19,1
O=C(c1cccc(N2C(=O)C3C4C=CC(C4)C3C2=O)c1)N1CCN(c2ccccc2Cl)CC1 (stereo not given),12,18,17,20,1,-4,-0.2,15,1
COc1ccc(N2CSC3=C(C#N)C(c4cc(OC)c(OC)cc4OC)CC(=O)N3C2)c(OC)c1 (stereo not given),0,12,6,-3,25*,-4,-3.0,-16,-1
CCOC(=O)c1c(C)[nH]c(C(=O)OCC(=O)Nc2cccnc2Cl)c1C,20,26,22,11,-1,6,0.0,-2,1
